dFosB activator: activators of delta FosB homodimer, primary screen, biochemical, fluorescence polarization, TAMRA-CDK5 oligo, single point; purified delta FosB; percent of positive-control signal above neutral wells; activation, % at 25 µM; Protein FosB (Mus musculus), P13346; AID 493131, 2011; hit rate 0.99% among 340,000;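 active = mean activation above about 17%, with every replicate also reaching it, limit read from the data, passing the limit was not always enough; inconclusive = only one of the two conditions met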;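 also: fluorescence polarization rise as delta FosB binds a TAMRA Cdk5 AP-1 oligo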
CDK5 p35 inh: inhibitors of human CDK5/p35 kinase, primary screen, biochemical, single concentration; Cyclin-dependent kinase 5 (Homo sapiens) + Cyclin-dependent kinase 5 activator 1 (Homo …; inhibition, % at 10 µM; hit rate 0.01% among 330,000; AID 488839, 2010; Recombinant CDK5/p35, ADP-Glo luminescence, 60 min;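 active = highest replicate inhibition of at least 50% and at least 75% of replicates reaching 50%; inconclusive = only one of the two criteria met; inactive = both criteria failed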;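 also: plate controls were DMSO neutral control for no effect and GW8510 at 10 µM for full effect; many of its hits are not listed in these tables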
LANA DNA inh: inhibitors of KSHV C-LANA binding to DNA, primary screen, biochemical, fluorescence polarization, FAM-LBS DNA, MBP-C-LANA, single point; Kaposi's sarcoma herpesvirus LANA C-terminal domain (residues 932-1162) DNA binding; inhibition, % at 9 µM; hit rate 0.078% among 340,000; AID 504423, 2011;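 active = highest replicate inhibition at or above 60% at 9 µM, even if other replicates fall short; inactive = all replicates below 60% inhibition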;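 also: 0% = neutral control wells and 100% = 4 µM acridine orange control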
PfHsp90 yeast 2: growth inhibition of PfHsp90-expressing yeast, primary screen, antimalarial PfHsp90 inhibitor project, S. cerevisiae, BacTiter-Glo luminescence, single point, set 2. BacTiter-Glo ATP, 48 h; yeast lacking PDR1 and PDR3 efflux regulators. inhibition, % at 9.4 µM. hit rate 0.32% among 310,000. AID 504621, 2011;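 active = every replicate shows inhibition above about 80%, whatever the replicate mean, limit read from the data; inconclusive = mean inhibition reaches the set limit but some replicate falls short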;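 also: 0% = DMSO neutral controls and 100% = 20 µM radicicol positive controls; yeast relying on Plasmodium falciparum Hsp90 in place of its own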
NSD2 HMT inh: NSD2 histone methyltransferase inhibitors, primary screen, biochemical, AlphaScreen, single concentration, set 2 | Histone-lysine N-methyltransferase NSD2 (Homo sapiens), O96028 | NSD2 peptide methylation, 120 min | inhibition, % at 12.5 µM | hit rate 0.54% among 310,000; in the data active = inhibition above about 50%
Target sequence (O96028 whole entry, looked up): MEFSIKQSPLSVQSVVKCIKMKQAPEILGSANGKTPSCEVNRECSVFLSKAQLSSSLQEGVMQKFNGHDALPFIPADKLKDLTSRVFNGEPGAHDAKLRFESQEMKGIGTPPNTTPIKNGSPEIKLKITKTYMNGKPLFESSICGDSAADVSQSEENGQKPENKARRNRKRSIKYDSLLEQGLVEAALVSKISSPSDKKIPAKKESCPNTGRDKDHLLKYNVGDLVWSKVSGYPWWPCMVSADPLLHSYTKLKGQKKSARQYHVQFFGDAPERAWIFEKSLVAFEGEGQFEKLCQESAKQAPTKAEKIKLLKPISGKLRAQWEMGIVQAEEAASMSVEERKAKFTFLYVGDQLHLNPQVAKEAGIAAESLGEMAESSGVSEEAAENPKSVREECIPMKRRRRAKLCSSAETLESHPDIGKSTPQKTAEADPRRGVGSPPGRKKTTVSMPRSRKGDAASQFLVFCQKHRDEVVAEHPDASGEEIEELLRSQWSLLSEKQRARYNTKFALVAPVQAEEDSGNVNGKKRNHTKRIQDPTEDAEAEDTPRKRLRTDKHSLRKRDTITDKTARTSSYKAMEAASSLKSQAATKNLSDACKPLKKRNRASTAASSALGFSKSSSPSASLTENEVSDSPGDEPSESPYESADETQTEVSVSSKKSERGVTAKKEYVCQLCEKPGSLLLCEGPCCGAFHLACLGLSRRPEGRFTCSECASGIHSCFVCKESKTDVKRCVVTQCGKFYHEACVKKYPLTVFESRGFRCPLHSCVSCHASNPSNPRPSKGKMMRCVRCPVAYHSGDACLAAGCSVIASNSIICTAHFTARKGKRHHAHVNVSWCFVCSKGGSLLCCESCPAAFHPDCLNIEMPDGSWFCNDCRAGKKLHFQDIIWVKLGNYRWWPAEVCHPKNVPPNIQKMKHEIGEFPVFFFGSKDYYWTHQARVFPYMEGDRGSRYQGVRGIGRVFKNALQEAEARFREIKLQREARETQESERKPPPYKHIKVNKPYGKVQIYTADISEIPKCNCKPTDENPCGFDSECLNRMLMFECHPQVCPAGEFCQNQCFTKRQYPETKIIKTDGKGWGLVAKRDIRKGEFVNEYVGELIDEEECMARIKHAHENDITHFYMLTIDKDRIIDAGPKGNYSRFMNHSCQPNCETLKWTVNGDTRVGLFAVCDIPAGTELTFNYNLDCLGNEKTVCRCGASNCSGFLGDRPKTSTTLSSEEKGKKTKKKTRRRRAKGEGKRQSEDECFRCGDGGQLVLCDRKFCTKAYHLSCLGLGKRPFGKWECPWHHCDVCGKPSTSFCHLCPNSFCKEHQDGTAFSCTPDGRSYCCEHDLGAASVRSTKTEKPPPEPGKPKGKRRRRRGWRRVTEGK
Mot1-301 SUMO: yeast Mot1-301 growth rescue at high temperature, primary screen, SUMOylation pathway inhibitor project, S. cerevisiae, ATP luminescence, 38.5C; S. cerevisiae Mot1-301 growth rescue; percent above DMSO median, 100 means doubled; growth rescue, % at 18.8 µM; hit rate 1% among 320,000; AID 2716, 2010;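 active = every valid replicate shows activation above 250% relative to neutral control wells; inactive = the rest, any valid replicate at or below 250%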;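 also: OY570 slx delta 5 strain wells were the positive control but not used for scaling; some compounds called inactive have numbers as strong as hits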
RTF Ca sens act: cardiac RTF calcium sensitivity activators, primary screen, biochemical, IANBD-TnC fluorescence, EC20 calcium | IANBD-labeled TnC RTF fluorescence at EC20 calcium; 0% EC20 calcium, 100% full calcium | activation, % at 7.2 µM | hit rate 0.24% among 340,000;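 active = activation above the mean over all tested compounds plus 3 SD, cut at about 30% in these data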;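 also: rise in fluorescence read as greater calcium sensitivity of cardiac thin filaments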
PvdQ inh: P. aeruginosa PvdQ acylase inhibitors, primary screen, biochemical, fluorescence, plate reader and imaging, single point; PvdQ acylase [Pseudomonas aeruginosa LESB58]; inhibition, % at 10 µM; purified PvdQ acylase; hit rate 0.063% among 340,000; in the data active = inhibition above about 30%, passing the limit was not always enough; inconclusive = no clear call, values can overlap the other calls;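 also: 0% = vehicle neutral wells and 100% = reference inhibitor wells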
Rtt109 HAT inh: inhibitors of C. albicans Rtt109/Vps75 HAT, primary screen, biochemical, ThioGlo CoA-SH fluorescence, plate reader; inhibition, % at 34.9 µM; hit rate 0.16% among 330,000; Histone acetyltransferase RTT109 (Candida albicans (strain SC5314 / ATCC MYA-2876)), …; purified Rtt109/Vps75, 4 h; AID 540336, 2011;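 active = inhibition of at least 50% in every replicate; inconclusive = best replicate reaches 50% inhibition but some replicates fall short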
Cardiac RTF inh: cardiac RTF calcium sensitivity inhibitors, primary screen, biochemical, IANBD-TnC fluorescence, EC70 calcium | AID 493244, 2011 | Troponin I, cardiac muscle (Homo sapiens) + Troponin T, cardiac muscle (Homo sapiens) + … | inhibition, % at 7.15 µM | IANBD-labeled cardiac RTF, Ca2+ fluorescence | hit rate 0.12% among 340,000;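 active = inhibition above the mean inhibition of all tested compounds plus 3 SD, cut at about 17% in these data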;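 also: assay run at fixed EC70 calcium of 1.6 mM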
Keap1-Nrf2 PPI: Keap1-Nrf2 protein-protein interaction inhibitors, primary screen, biochemical, fluorescence polarization, single point; hit rate 0.15% among 340,000; Kelch-like ECH-associated protein 1 (Homo sapiens), Q14145; inhibition, % at 9.4 µM; Keap1 Kelch-Nrf2 peptide fluorescence polarization, 1536-well; AID 504523, 2011; in the data active = inhibition above about 12%; inconclusive = no clear call, values can overlap the other calls; inactive = below about 7.3%;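 also: human Keap1 Kelch domain with fluorescein labeled Nrf2 9mer peptide probe; 0% = neutral control wells and 100% = peptide positive control; higher means more block of Keap1 binding to Nrf2 peptide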
Numbers without * were called inactive; ? = inconclusive; · = not tested or not shown; + = active, no number.

mol	LANA DNA inh	PfHsp90 yeast 2	Mot1-301 SUMO	RTF Ca sens act	Cardiac RTF inh	NSD2 HMT inh	Rtt109 HAT inh	Keap1-Nrf2 PPI	PvdQ inh	dFosB activator	CDK5 p35 inh
CC(=O)N/C(=C\c1ccccc1)C(=O)OCc1ccc(F)cc1	0.4	7	22	-2	-7	2	9	2	11	-4	-2.8
CC(C)[C@H](NC(=O)c1ccccc1)C(=O)OCC(=O)c1ccccc1F	-2.0	-5	47	-2	0	2	10	-2	3	0	0.2
Cc1ccc(N(CC(=O)NCC2CCCO2)C(=O)CCC(=O)Nc2nccs2)cc1C (centres undefined)	-2.3	0	-10	-1	-7	-1	-2	-3	-21	-5	-0.3
COc1ccc2c(c1OC)C(=O)N(c1nc(SC)n[nH]1)C2=O	1.0	3	-15	-2	0	3	3	4	-5	6	-1.1
Cc1nc2ccccc2c(=O)n1NC(=O)Cc1ccc(Br)cc1	-0.2	·	7	-1	-4	0	0	-3	-23	-2	0.1
c1ccc(-n2c(-c3ccncc3)nnc2-c2ccco2)cc1	0.9	-3	13	-3	-5	2	8	0	7	-5	1.1
COc1ccc(/C(O)=C2/C(=O)C(=O)N(CCN3CCOCC3)C2c2cccnc2)cc1OC (centres undefined)	0.8	-6	·	1	-8	-1	-2	-1	-13	9	0.3
CNC(=O)c1ccccc1-c1ccccc1	1.0	21	9	-2	-8	-6	-9	-5	-11	-6	-1.1
c1ccc(Oc2cccc(OCCCCSc3ncccn3)c2)cc1	-1.1	7	·	-3	-16	-11	·	-1	-2	6	-1.0
COc1cc(C(C)=O)ccc1OCC(=O)c1cc(C)n(C2CC2)c1C	0.3	·	10	-1	-6	-1	2	-3	2	-3	-0.7
O=C(O/N=C1\C(=O)N(c2ccccc2)c2ccccc21)C1CC1	-1.8	-4	-10	-4	5	-5	-2	1	3	0	0.7
COC(=O)c1ccccc1S(=O)(=O)Oc1ccc(-c2ccc(C(=O)O)cc2)cc1	2.1	-14	152	-3	-4	-4	1	-4	-12	-1	1.3
COc1ccccc1C(CCN(Cc1ccccc1)C(C)=O)c1ccco1 (centres undefined)	-1.1	-20	58	1	-6	·	7	-4	-17	-6	-0.2
Cc1ccccc1N(CC(=O)NCC1CCCO1)C(=O)CNS(=O)(=O)c1ccc(F)cc1 (centres undefined)	0.3	16	0	-4	1	0	3	-4	-2	-8	0.1
COC(=O)c1ccc(-c2cc3onc(-c4ccccc4)c3c(=O)n2C)cc1	2.4	-30	7	1	-17	·	-3	0	-10	-14	-0.5
O=C(NC1CCCCC1)N1CCN(Cc2nc3ccccc3c(=O)[nH]2)CC1	-1.4	24	0	-2	7	-5	1	-4	-1	0	-2.1
CCOc1ccc(N2C(=O)CC(SCCN)C2=O)cc1 (centres undefined)	0.6	31	10	-2	4	·	-1	-3	-8	6	0.2
COc1ccc(CCC(=O)Nc2cc(S(=O)(=O)N3CCOCC3)ccc2OC(C)C)cc1	0.9	-8	0	0	6	-2	15	1	-6	-5	0.8
CCCc1nc2sc3c(c2c(=O)n1NC(=O)CCCl)CCCC3	1.0	-3	2	8	8	0	-1	-4	-19	-3	-2.7
CCOC(=O)c1cnn(-c2nc(-c3cccc(F)c3)cs2)c1C(F)(F)F	0.3	8	3	2	-2	-2	-13	1	-7	-4	1.0
Cc1ccc(OCC(O)Cn2c(N3CCCCC3)nc3c2c(=O)[nH]c(=O)n3C)cc1C (centres undefined)	-1.2	-26	-7	-1	-4	0	2	-2	-15	-12	-0.5
CCn1c(=O)c(-c2ccccc2)c(O)c2ccccc21	-1.1	·	3	12	-13	0	9	2	-4	1	1.0
COc1cc(NC(=O)c2cccs2)c(OC)cc1NC(=O)c1cccs1	-0.5	-2	251	-3	5	0	1	-1	9	-2	-1.1
O=C(CCNC(=O)c1ccccc1Cl)OCC(=O)c1ccccc1	-0.4	-18	7	2	-5	-5	19	1	2	-2	0.7
COc1cc(NS(=O)(=O)c2ccc(N/C=C(\C=O)c3nc4cc(Cl)ccc4o3)cc2)nc(OC)n1	-5.0	3	-4	11	0	13	22	-15	-12	-8	0.6
COc1cc2c(cc1OC)CN(C(=O)c1ccc(N3CCCC3)c([N+](=O)[O-])c1)CC2	1.1	-12	-6	2	8	13	0	-3	-14	-3	1.5
COc1ccc2c(c1)cc(C(=O)N[C@@H](CCSC)C(=O)N1CCC(C(=O)O)CC1)n2C	0.4	-1	3	-3	2	-2	0	-2	-13	1	-0.1
O=C(NC1CCCC1)C(c1ccccc1)N(Cc1ccco1)C(=O)Cc1cccs1 (centres undefined)	0.1	16	1	1	-7	-1	6	-1	-12	4	0.5
N#C/C(=C\c1c(N2CCCCCC2)nc2ccccn2c1=O)C(=O)NCc1ccco1	0.2	7	-12	-10	0	10	-1	3	0	-12	-0.1
CN(C)S(=O)(=O)N1CCC(Oc2ccc(C(=O)NC3CCOC(C)(C)C3)cc2)CC1 (centres undefined)	0.6	15	1	-3	-1	4	-10	-3	-6	-6	-0.5
COCc1nc2ccccc2n1CCCOc1ccccc1	-0.4	11	0	-2	-23	8	3	1	-13	-7	0.8
CC1(C)CC(=O)C=C(c2ccc3ccccc3c2)C1	0.9	-10	-1	-1	-1	·	4	7	9	1	-3.4
CCC(C(=O)OCC(=O)Nc1ccc(C)c(S(=O)(=O)N2CCOCC2)c1)c1ccccc1 (centres undefined)	0.8	-4	2	5	1	0	-2	-5	-7	-10	-2.4
Cc1ccc(S(=O)(=O)Nc2cc3c(C(=O)O)c(C)oc3c3ccccc23)c(C)c1	3.7	-8	-5	-2	-6	·	-1	?	-4	-5	-0.4
C1=CCC(/C=N/n2cnnc2)CC1 (centres undefined)	0.5	9	13	2	2	6	7	0	-4	-7	-0.8
COCC(=O)Nc1nnc(COc2ccc(Cl)cc2)s1	2.6	-5	·	-8	-6	1	1	-2	6	2	1.2
C=CCn1c(SCC(=O)Nc2ccc(N(C)C)cc2)nnc1-c1cccc(C)c1	-0.7	18	9	-4	3	9	19	0	3	-8	-0.9
CCN1CCCc2cc(CN(CCN3CCOCC3)C(=S)Nc3ccc(C)cc3)ccc21	1.9	-9	201	-2	4	24	7	4	-10	-15	-0.2
Cc1ccc(NC(=O)Nc2nnc(Cc3ccc([N+](=O)[O-])cc3)s2)cc1C	-1.3	-1	14	-5	-5	-3	-10	1	-3	-7	-0.4
COc1ccc(C(=O)Nc2cc(C)c(NC(=O)c3ccccc3OC)cn2)cc1	0.9	-34	3	1	-7	-4	-24	-6	-15	-14	-0.9
COCCNC(=S)N/N=C(\C)c1ccc(Cl)c(Cl)c1Cl	-2.5	30	16	2	-5	-1	-12	-3	-11	-16	0.3
O=C1NC(NS(=O)(=O)c2ccccc2)(C(F)(F)F)C(=O)N1Cc1cccnc1 (centres undefined)	1.1	8	2	-2	1	-4	-4	0	4	2	-0.7
NC(=O)[C@H](Cc1cc2ccccc2s1)NC(=O)[C@@H]1CC2(CC(c3cccc(NC(=O)[C@@H]4CCC(=O)N4)c3)=NO2)CN1C(=O)/C=C/c1c(F)cccc1Cl (some centres undefined)	1.7	-10	3	8	-2	·	5	-5	-16	-12	0.3
Cc1ccc(CCN2CC(C(=O)NC(C)C)CC2=O)cc1 (centres undefined)	1.0	3	-8	-1	-4	-2	2	1	-5	0	-0.5
N#Cc1ccc(CN(c2ccncc2)S(=O)(=O)c2ccccc2)cc1	-0.9	13	4	-7	0	-6	-1	2	-5	5	-1.2
Cc1cccc(C)c1NC(=S)N1CC(C)OC(C)C1 (centres undefined)	1.7	-7	-3	6	4	-4	2	-1	6	-7	-2.2
CCCCOc1ccc(CC2CCC(=O)NC2=O)cc1 (centres undefined)	-0.3	18	+	0	3	-6	2	1	-4	-1	-1.2
CCCN=Cc1ccc(O)cc1	-0.8	19	368	·	·	2	3	-5	-5	4	0.2
O=C(O)c1ccc2c(=O)n3c(nc2c1)/C(=C/c1ccccc1OC(F)F)CC3	1.9	-17	2	3	-1	1	-3	0	-3	-28	0.4
Cc1ccc(C(=O)N2CCN(CCNC(=O)C(=O)Nc3ccc(Cl)cc3)CC2)cc1	0.0	-1	·	-4	-5	-3	-4	3	-5	-3	1.0
CC(=O)c1c(C)[nH]c(C(=O)NCc2ccc(F)cc2)c1C	0.6	-1	7	-2	-7	1	8	0	0	3	-0.8
Cc1ccc(S(=O)(=O)N2CCN(C(=O)COC(=O)CSc3cc(C)ccc3C)CC2)c(C)c1	0.1	-3	3	2	-7	4	6	-5	5	-10	0.8
COc1ccc(NC(=O)COc2ccc(-n3cnnn3)cc2)cc1OC	0.4	3	·	14	0	2	-8	2	-13	3	1.5
O=C(NCCc1ccccc1)C(=O)NCC1OCCN1S(=O)(=O)c1ccc(F)cc1 (centres undefined)	1.1	13	-7	-5	4	·	-5	-1	5	-5	1.7
COc1ccc2nc(NC(=O)CN(C)S(=O)(=O)c3cccs3)sc2c1	0.9	-15	29	-2	-6	-2	-1	2	18	3	-0.3
CCN(CC)S(=O)(=O)c1cccc(NC(=O)C(=O)c2c(-c3ccccc3)cc3ccccn23)c1	-0.3	·	1	2	-7	0	·	1	-3	-5	0.3
COc1ccccc1CCNC(=O)c1cc(-c2ccccn2)nc2ccccc12	-0.1	6	·	-4	-11	-3	-9	2	-8	-4	-1.1
CCOCCCNS(=O)(=O)c1ccc(NC(=O)N2c3ccccc3Sc3ccccc32)cc1	0.2	-36	-3	-17	-7	3	-13	3	-15	-8	0.5
CCOc1ccc(NC(=O)Nc2cc(C(C)C)c(O)cc2C)cc1	-0.1	6	116	-1	-6	3	-2	0	-9	-5	-1.7

Screening results: PubChem, several laboratories

An unsorted share of the library; any-hit rate near 3.2%.
